TEAD-YAP inh = TEAD-YAP interaction inhibition; inhibition, % at 9.12 µM; HEK-TIYL cells, TEAD-Gal4/YAP UAS-luciferase luminescence; 640,000 tested, 1.4% active; AID 1259422; in the data active means inhibition above about 32%;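 further: 0% = median of test compound wells and 100% = reference inhibitor wells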
MITF inh = inhibitors of human MITF. O75030. AlphaScreen MITF homodimerization, bead proximity signal. inhibition, % at 2.6 µM. 650,000 tested, 0.91% active. AID 1259374; in the data active means inhibition above about 50%;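 further: 0% = vehicle wells with protein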
FBW7 activator = activators of human E3 ligase FBW7; Q969H0; 650,000 tested, 0.13% active; AlphaScreen FBW7–phospho-cyclin E peptide binding, activator screen; normalized activity (activation), % at 26.1 µM; in the data active means normalized activity above about 1.9%;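 further: purified mutant Fbw7 with reduced substrate affinity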
Target sequence (Q969H0 whole entry, looked up): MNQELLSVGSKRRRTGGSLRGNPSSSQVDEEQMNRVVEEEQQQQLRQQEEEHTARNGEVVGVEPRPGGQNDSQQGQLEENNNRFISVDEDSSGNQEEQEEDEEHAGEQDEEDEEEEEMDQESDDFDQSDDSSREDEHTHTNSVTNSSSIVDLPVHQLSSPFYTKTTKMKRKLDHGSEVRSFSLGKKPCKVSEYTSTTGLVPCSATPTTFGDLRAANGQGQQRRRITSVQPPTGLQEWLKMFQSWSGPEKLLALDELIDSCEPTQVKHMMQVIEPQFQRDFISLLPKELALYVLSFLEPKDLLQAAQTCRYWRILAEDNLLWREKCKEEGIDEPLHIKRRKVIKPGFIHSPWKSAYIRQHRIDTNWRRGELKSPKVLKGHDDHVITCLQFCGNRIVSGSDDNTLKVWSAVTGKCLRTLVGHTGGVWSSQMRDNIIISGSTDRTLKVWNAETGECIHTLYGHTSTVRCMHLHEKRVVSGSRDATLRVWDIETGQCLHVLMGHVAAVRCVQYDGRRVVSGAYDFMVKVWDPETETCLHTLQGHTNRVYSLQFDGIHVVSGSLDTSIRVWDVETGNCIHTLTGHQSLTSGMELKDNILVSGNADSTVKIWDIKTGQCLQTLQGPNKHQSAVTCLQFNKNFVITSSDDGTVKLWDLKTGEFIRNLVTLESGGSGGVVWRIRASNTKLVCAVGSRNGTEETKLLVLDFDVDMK
GPR151 ag = activates the human receptor GPR151; activation, % at 11.2 µM; AID 1508602; Q8TDV0; PathHunter beta-arrestin GPR151 cells, luminescence; 650,000 tested, 1% active; in the data active means activation above about 4.9%;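 further: 0% = median of compound wells and 100% = cells with positive control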
Numbers without * were called inactive; nt = not tested or not shown; & = joins results of further samples.

SMILES	TEAD-YAP inh	MITF inh	FBW7 activator	GPR151 ag
CC(=O)N1CCC(N(C(=O)C2CCN(c3ccc(C(F)(F)F)cn3)CC2)C2CC2)CC1	-3	16	-0.2	5.5*
CC(C)(C)C(=O)Nc1ccnn1C1CCN(Cc2ccccc2C(F)(F)F)CC1	9	17	0.1	0.7
CCNc1cc(Nc2ccc(OC)cc2)c([N+](=O)[O-])c2nonc12	-1	-8	-0.2	0.5
O=S(=O)(NCc1ccc(Cl)cc1)c1cnc[nH]1	5	-9	0.0	-0.4
Cc1[nH]cnc1CN1CCC2(CC1)CC2C(=O)NCC1(c2ccccc2)CCCC1 (stereo unspecified)	-1	-3	0.0	-0.7
O=C(CSc1nnc2scc(-c3ccc(Cl)cc3)n12)N1CCCC1	6	2	0.1	1.0
COc1ccc(CNS(=O)(=O)c2ccc(CN3C(=O)c4cccnc4C3=O)s2)cc1	1	4	-0.1	-1.6
O=C1ON=C(c2ccc(Cl)cc2)/C1=C/c1c(Cl)cccc1Cl	17	18	0.0	1.6
CCSCCOC(=O)C1=C(C)NC2=C(C(=O)CC(c3ccc(Cl)cc3)C2)C1c1cccc(OC)c1 (stereo unspecified)	9	-8	0.3	1.3
COc1cc(C=O)c(OC)cc1Br	5	19	0.2	-0.8
Cc1cc(C)c(NC(=O)CN2C(=O)CCC2=O)c(C)c1	8	11	0.1	-0.5
Cc1noc(C)c1-c1ccc(C(=O)Nc2ccccc2)s1	-41	13	0.2	0.5
CC(C)C[C@H](O)C(=O)NC1CCC(Nc2ccc3[nH]ncc3c2)CC1 (stereo partly specified)	-4	8	-0.2	-0.1
CC[C@@H](Cn1nc(-c2cccs2)oc1=O)NC(=O)c1ccc2c(c1)n(C)c(=O)n2C	-8	-15	0.0	-1.1
CCOC(=O)Cn1cc(/C=C(/C#N)C(=O)NC(C)C)c2ccccc21	-5	3	-0.1	0.6
O=C(NCc1ccco1)c1c[nH]c2ccc(S(=O)(=O)N3CCN(c4ccc(F)cc4)CC3)cc2c1=O	6	-4	-0.1	-1.3
CCCCCCC1CCC(c2ccc(C#N)cn2)CC1 (stereo unspecified)	3	10	0.0	3.9
COc1ccc(-c2noc(CCC(=O)N(C)c3ccc(C)c(C)c3)n2)cc1	-6	0	0.1	0.6
COc1ccc([N+](=O)[O-])cc1NC(=O)c1sc2ncnc(N3CCC(C)CC3)c2c1C	-1	-2	0.1	13*
Cc1ccc(NC(=O)Cn2nnc(-c3ccccc3NC(=O)c3cccs3)n2)cc1	54*	2	0.1	1.9
CCOC(=O)N1CCN(c2nc(-c3ccccc3OC)cc(C(F)(F)F)n2)CC1	7	0	0.1	-0.9
Cc1ccc(-c2csc3c(=O)n(C)c(SCC(=O)Nc4ccc(F)cc4Cl)nc23)cc1	8	6	0.0	0.2
COc1ccc(N2CCN(CCNC(=O)C3CC(=O)N(C4CCCC4)C3)CC2)cc1 (stereo unspecified)	-3	9	0.3	-1.0
CC(C)(C)c1ccc(O[C@@H]2[C@H](O)CO[C@@H]2/C=C/C#Cc2ccccc2)cc1	nt	-25	0.1	-1.5
CCn1cc(SCC(=O)Nc2cccc(C)c2)c2ccccc21	3	4	0.0	-0.4
Cc1c(C(=O)OC(C)C)sc(NC(=O)C2CC2c2ccccc2)c1C#N (stereo unspecified)	3	-9	-0.1	-0.1
CCOC(=O)c1c(NC(=O)CSc2nnc(CNC(=O)c3ccc([N+](=O)[O-])cc3)n2-c2cccc(C)c2)sc2c1CCC2	-6	5	-0.2	0.0
CCCCN(CC)c1nc(-c2ccccc2F)nc2ccccc12	-18	1	0.0	-1.0
CCOc1ccccc1C(=O)Nc1ccc(F)cc1	1	13	0.6	-1.9
COc1ccc2c(CNC3CCCCCCC3)c(C(=O)O)[nH]c2c1	-9	-4	-0.2	-0.3
CCc1ccc(N2NC(=O)/C(=C/c3ccc(C(=O)OC)cc3)C2=O)cc1	12	-12	-0.1	1.7
CC(C)n1cnc2c(Nc3ccc(Oc4ccccc4)cc3)nc(N3CCOCC3)nc21	-6	15	-0.2	0.5
COc1ccc(C(=O)CCNCCC(=O)O)cc1	7	14	-0.1	0.8
CCN1CC23C=CC(O2)C(C(=O)N2CCC4(CC2)NC(=O)c2ccccc2O4)C3C1=O (stereo unspecified)	-3	13	0.1	0.1
C/C(=N\NC(=O)COc1ccccc1[N+](=O)[O-])c1ccc(Br)cc1	-9	8	0.0	1.4
O=c1c(Cl)c(O)cnn1Cc1ccccc1	-9	-21	0.2	-0.6
O=C(OCC(=O)C12CC3CC(CC(C3)C1)C2)c1cccc(S(=O)(=O)N2CCOCC2)c1	-8	0	-0.1	0.6
Cc1nn(C)cc1CN(C)C(Cc1ccccc1)C1CCN(C(=O)Cc2ccn(C)c2)CC1 (stereo unspecified)	7	-6	-0.2	0.2
COC(=O)c1c(NC(=O)c2ccc(S(=O)(=O)N(CC(C)C)CC(C)C)cc2)sc2c1CCN(C(C)=O)C2	-1	-3	-0.1	0.4
COc1cccc(CN2CCc3ccccc3C2)c1	0	25	-0.1	0.7
O=C(NC(=S)Nc1ccc(C(F)(F)F)cc1[N+](=O)[O-])c1ccc(F)cc1	-4	11	-1.1	1.9
COc1ccc(S(=O)(=O)N2CCN(c3ccc4nnc(C)n4n3)CC2)cc1C	11	-4	0.0	-0.3
Cc1ccc(C(=O)Nc2ccccc2O)cc1	-46	9	0.0	0.2
O=C1CN(C(=O)c2cc3ccccc3oc2=O)C(c2ccccc2)c2cc(F)ccc2N1 (stereo unspecified)	-7	-5	0.2	-0.3
Cc1[nH]c2ccc(C(=O)N3CCC(C(N)=O)CC3)cc2c1C	-12	2	-0.1	-0.4
COc1cccc(C(=O)Nc2ccc(F)c([N+](=O)[O-])c2)c1	-2	9	0.0	-0.2
COc1cc(OC)cc(-c2nc3ccccc3c(=O)n2OC(=O)/C=C/c2ccc(C)cc2)c1	-6	24	0.8	-1.8
COCCNC(=O)c1cc2c(=O)n3cccc(C)c3nc2n1C	7	9	0.0	1.1
CCOC(=O)N1CCC(NC(=O)c2cnn3c(C)c(Cc4ccccc4)c(C)nc23)CC1	9	6	0.2	1.3
CCOC(=O)CNC(=O)Cn1cnc2c(nnn2Cc2ccccc2F)c1=O	-4	-9	0.1	0.1
Cc1nc(N2CCN(Cc3ccccc3)CC2)nc2c1C(=O)CC(c1ccco1)C2 (stereo unspecified)	7	-4	-0.3	0.0
COC(=O)C(C)N1C(=O)S/C(=C/c2cc(Cl)c(O)c(Br)c2)C1=O (stereo unspecified)	14	3	0.7	-0.8
COc1ccc(C(=O)NCC2Cc3cc(-c4nc(C)cnc4C)ccc3O2)cc1OC (stereo unspecified)	-9	4	0.1	-0.4
Cc1ccc(NC(=O)COc2ccc(Cl)cc2)c(Br)c1	-43	5	0.0	0.7
CC(OC(=O)c1ccc(Cl)c(Cl)c1)C(N)=O (stereo unspecified)	-2	-7	0.0	0.2
CC1CCN(C(=O)c2cc(NC(=O)c3ccc(-c4ccccc4)cc3)c(=O)n(C)c2)CC1	20	14	0.1	-0.6
CN(c1ccccc1)S(=O)(=O)c1ccc(NC(=O)Nc2ccccc2)cc1	11	15	0.5	-0.7
O=S(=O)(c1ccc(F)cc1)N1CCCN(c2nc3ccccc3s2)CC1	-5	19	0.0	1.5
COc1ccc2c(c1)sc1nc(-c3cc4cc(Br)ccc4oc3=O)cn12	11	11	0.3	0.9
CCCCN1CCC(n2c(=O)[nH]c3ccccc32)CC1	-3	12	-0.1	1.4

The final 2 compounds of the section above open the next one:
SMILES	TEAD-YAP inh	MITF inh	FBW7 activator	GPR151 ag
COc1ccc2c(c1)sc1nc(-c3cc4cc(Br)ccc4oc3=O)cn12	11	11	0.3	0.9
CCCCN1CCC(n2c(=O)[nH]c3ccccc32)CC1	-3	12	-0.1	1.4
COc1cc(C(C[N+](=O)[O-])c2c(N)n(C)c(=O)n(C)c2=O)ccc1O (stereo unspecified)	-9	11	0.1	-1.0
COc1ccc(C(CNC(=O)c2ccccc2O)N(C)C)cc1 (stereo unspecified)	-2	5	0.0	3.0
Cc1cc(C(F)F)n2ncc(C(=O)NC3(c4ccc(F)cc4)CCCC3)c2n1	5	14	0.3	0.5
Cc1nc2ncccc2c(=O)n1-c1cccc(NC(=O)c2ccc(C(C)(C)C)cc2)c1	-19	-1	-0.1	-0.6
CN=C1NC(=O)C(CC(=O)Nc2cc(C)ccc2C)S1 (stereo unspecified)	-3	-6	-0.1	0.5
COc1ccc(-c2cc(C(=O)N(C)Cc3ccccc3)no2)cc1OC	1	13	0.1	0.0
COC(=O)C1=C(C)N(C)C(=O)NC1c1ccsc1 (stereo unspecified)	1	14	0.2	-0.6
Clc1ncnc2sc3c(c12)CCC3	-1	-1	-0.2	-0.9
COc1ccccc1N(CC(O)Cn1c(C)nc2ccccc21)S(=O)(=O)c1ccc(C)cc1 (stereo unspecified)	0	-10	-0.1	0.6
C=CCOc1cc(Br)c(/C=C2/NC(=O)NC2=O)cc1OC	16	-5	-0.1	2.6
O=C(Nc1nc(-c2cc([N+](=O)[O-])cs2)cs1)c1ccc([N+](=O)[O-])s1	10	20	0.0	-1.8
COc1ccc(OC)c(S(=O)(=O)n2nc(-c3ccc(Cl)cc3)cc2N)c1	0	-16	-0.1	1.1
COc1cc(-c2nc(-c3ccccc3)c(-c3ccc(O)cc3)[nH]2)cc(OC)c1O	10	3	-0.1	-0.6
O=C(CC12CC3CC(CC(C3)C1)C2)Nc1ccc(F)cc1	10	-9	0.2	0.9
COCCCNC(=O)C(=O)NCc1cccc(OC)c1	-3	-2	-0.2	-0.1
CCCC(=O)NC(=S)Nc1cccc(NC(=S)NC(=O)CCC)c1	1	16	0.3	0.0
COc1ccc(CNC(=O)c2cccc(N(C)C)c2)cc1	-2	3	-0.1	1.5
O=C1CCCC2=C1C(c1ccccc1)NC(=S)N2 (stereo unspecified)	5	-7	-0.2	0.8
S=c1oc(-c2ccccc2Br)nn1CN1CCOCC1	-6	16	-0.1	0.2
CCOC(=O)C1CSCCN1C(=O)COn1ccc2ccc(S(C)(=O)=O)cc21 (stereo unspecified)	5	16	0.1	-1.1
O=C(NC1CC1)c1ccc(-c2nc(NCc3nc4ccccc4[nH]3)c3ncn(-c4ccccc4)c3n2)cc1	73*	-1	0.8	5.0*
CCOC(=O)C(N)CSC1CC(=O)N(c2cccc(Cl)c2)C1=O (stereo unspecified)	8	11	1.4	-1.1
CCOc1ccc(/C=C(/NC(=O)c2ccccc2)C(=O)O)c2ccccc12	-1	9	-0.2	0.9
CN1CC=C(/C=C/c2ccc(Sc3ncccn3)o2)CC1	-7	13	0.1	0.7
CN1CCN(c2nc3c(c(=O)[nH]c(=O)n3C)n2Cc2cccc(Br)c2)CC1	-15	-5	0.0	-0.1
COCCNC(=O)C(c1cccs1)N(CCC(C)C)C(=O)Cn1nnc2ccccc21 (stereo unspecified)	-2	6	-0.1	-0.2
CCCCn1c(CCC)nc2c(=O)n(C)c(=O)[nH]c21	-3	-5	-0.2	0.3
CC(C)CCOc1ccc(COC2C(C3COC4(CCCCC4)O3)OC3OC4(CCCCC4)OC32)cc1 (stereo unspecified)	-2	-7	0.2	-2.3
CC(C)(C)NS(=O)(=O)c1cc(C(=O)OCC(=O)c2c[nH]c3ccccc23)ccc1Cl	6	1	0.0	-1.6
CN(C)CCCC1=CN(C(F)(F)F)C=C(CCCN(C)C)C([N+](=O)[O-])=C1[N+](=O)[O-]	0	14	-0.2	4.6
CN1C(=O)CC(CC(=O)N2CCCCC2c2cccnc2)(c2cccc(F)c2)C1=O (stereo unspecified)	-8	-10	-0.1	-0.9
Cc1ccc(S(=O)(=O)OC[C@@H]2CN3[C@@H](CC[C@@H](C)[C@@H]3c3ccc(Br)cc3)C(=O)O2)cc1	nt	-16&-1&18	0.3&-0.1&0.1	0.8&-0.1&-0.3
COc1ccc(S(=O)(=O)NCCc2csc3nc(-c4cccc(C)c4)nn23)cc1F	8	8	0.0	2.6
O=C(Oc1ccccc1)c1ccc(NCN2C(=O)c3ccc(Br)cc3C2=O)cc1	0	8	0.1	-0.2

Grouped by structure, the compounds so far with a Cl atom.
SMILES	TEAD-YAP inh	MITF inh	FBW7 activator	GPR151 ag
O=S(=O)(NCc1ccc(Cl)cc1)c1cnc[nH]1	5	-9	0.0	-0.4
O=C(CSc1nnc2scc(-c3ccc(Cl)cc3)n12)N1CCCC1	6	2	0.1	1.0
O=C1ON=C(c2ccc(Cl)cc2)/C1=C/c1c(Cl)cccc1Cl	17	18	0.0	1.6
CCSCCOC(=O)C1=C(C)NC2=C(C(=O)CC(c3ccc(Cl)cc3)C2)C1c1cccc(OC)c1 (stereo unspecified)	9	-8	0.3	1.3
Cc1ccc(-c2csc3c(=O)n(C)c(SCC(=O)Nc4ccc(F)cc4Cl)nc23)cc1	8	6	0.0	0.2
O=c1c(Cl)c(O)cnn1Cc1ccccc1	-9	-21	0.2	-0.6
COC(=O)C(C)N1C(=O)S/C(=C/c2cc(Cl)c(O)c(Br)c2)C1=O (stereo unspecified)	14	3	0.7	-0.8
Cc1ccc(NC(=O)COc2ccc(Cl)cc2)c(Br)c1	-43	5	0.0	0.7
CC(OC(=O)c1ccc(Cl)c(Cl)c1)C(N)=O (stereo unspecified)	-2	-7	0.0	0.2
Clc1ncnc2sc3c(c12)CCC3	-1	-1	-0.2	-0.9
COc1ccc(OC)c(S(=O)(=O)n2nc(-c3ccc(Cl)cc3)cc2N)c1	0	-16	-0.1	1.1
CCOC(=O)C(N)CSC1CC(=O)N(c2cccc(Cl)c2)C1=O (stereo unspecified)	8	11	1.4	-1.1
CC(C)(C)NS(=O)(=O)c1cc(C(=O)OCC(=O)c2c[nH]c3ccccc23)ccc1Cl	6	1	0.0	-1.6
